GFP derepression: qHTS Assay for Epigenetic Modulators | Potency, µM (titrated, usually from 46.1 µM), without a hit: top-dose GFP derepression (activation) | AID 597, 2007 | mouse C127i GFP locus derepression, cytometry, 30 h | 68,000 compounds, 0.09% hits; also: % of control where 0% means no effect
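Murine C127i mammary cells carrying a silenced, stably integrated CMV-driven GFP reporter were treated with compound for 30 hours at 37 C. After PBS washes, GFP-positive cells were counted by laser-scanning microplate cytometry.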
UbGFP stabilizer: Ubiquitin-GFP Assay; Ubiquitin-GFP reporter cells, proteasome inhibition, GFP fluorescence; response scale: untreated = 0%, 10 µM MG-132 = 100%; Potency, µM (titrated, usually from 45.9 µM), for the others: at the top dose activation (GFP accumulation), hits mostly activators; 67,000 tested, under 10 active; AID 526, 2006; active = well fitted activation curve with a large enough effect, not every such curve was filed as active; inconclusive = small, poorly fitted or top-dose-only effect, or another doubt; inactive = no such curve, though single readings can be large or run the other way; also: potency is read from the fitted curve at half-maximal effect
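U2OS Ub(G76V)-GFP reporter; O/N plating, 0.5% FBS; cpd 46 uM–2.9 nM, 4 h, 37 °C; GFP+ cell count, 488/515 nm; norm. to basal vs 10 uM MG-132; CRC fit.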
CRE Fsk mod: Cell signaling CRE-BLA (Fsk stim); CHO CRE-bla reporter (cAMP response element driving beta-lactamase), forskolin EC10, beta-lactamase ratio; Potency, µM (top dose mostly 38.2 µM), without a hit: at the highest dose activity change, negative = inhibition, hits mostly activators; 71,000 compounds, 2.5% hits; AID 662, 2007; active = well fitted activation curve with a large enough effect in the signal ratio, with a control signal flat, not every such curve was filed as active; inconclusive = small, poorly fitted or top-dose-only effect, or effect the other way, or a change in a side signal; the % refers to the signal ratio; also: potency is read from the fitted curve at half-maximal effect; % of control where 0% means no effect
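Modulation of forskolin-driven signalling is measured in CHO cells carrying a CRE-controlled beta-lactamase reporter. Cells are stimulated with EC10 NKH 477 in the presence of titrated compound for 3 h at 37 °C, then loaded with CCF4 for 2 h at room temperature.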
BRCT inh green: qHTS Assay for Inhibitors of BRCT-Phosphoprotein Interaction (Green Fluorophore); Breast cancer type 1 susceptibility protein (Homo sapiens), P38398; BRCA1 BRCT-phosphopeptide binding, green fluorescence polarization; Potency, µM (series often up to 76.9 µM), for inactives: at the top dose activity change, negative = inhibition, most hits filed as inhibitors; 75,000 compounds, 0.05% hits;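 also: potency is read from the fitted curve at half-maximal effect; plate controls were peptide without protein for full effect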
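Fluorescence polarization: His-tagged BRCT (~35 kDa BRCA1 C-terminus, 250 nM) bound to 100 nM fluorescein-labeled phosphorylated 10-aa BACH1 peptide, pH 7.3 phosphate buffer with DTT and Tween 20. Compounds incubated 12 min at room temperature; inhibition read as lowered polarization.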
HADH2 inh: qHTS Assay for Inhibitors of HADH2 (Hydroxyacyl-Coenzyme A Dehydrogenase, Type II); Potency, µM (series often up to 57.1 µM), without a hit: at the top dose activity change, negative = inhibition, usual class: inhibitors; recombinant HADH2, NADH fluorescence, beta-hydroxybutyryl-CoA; 3-hydroxyacyl-CoA dehydrogenase type-2 (Homo sapiens), Q99714; 73,000 compounds, 3.4% hits; AID 886, 2007; also: potency is read from the fitted curve at half-maximal effect; % is scaled to controls: 0 for no effect and ±100 for the full control effect; nearly all actives have a fitted effect of over 60% in size; many of its hits are not listed in these tables
Target sequence (Q99714 whole entry, looked up, one chain of several): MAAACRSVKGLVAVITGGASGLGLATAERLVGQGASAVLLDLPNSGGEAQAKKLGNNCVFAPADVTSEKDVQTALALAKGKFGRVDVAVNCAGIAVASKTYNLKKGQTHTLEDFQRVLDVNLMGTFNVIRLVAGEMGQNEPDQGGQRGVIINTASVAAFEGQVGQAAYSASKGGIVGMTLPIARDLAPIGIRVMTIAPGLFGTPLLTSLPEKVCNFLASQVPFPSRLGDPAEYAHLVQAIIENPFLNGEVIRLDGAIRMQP
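Read-out: 360 nm excitation, 450 nm emission, kinetic over 4 min. Conditions: His-tagged human HADH2 20 nM, pH 9.0 Tris with Tween-20, 1 mM NAD+, 90 uM beta-hydroxybutyryl-CoA.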
Hsp90 Hop PPI: qHTS Assay for Disrupters of an Hsp90 Co-Chaperone Interaction; Hsp90 C-terminal peptide / TPR2A (Hop) interaction, human; AlphaScreen TPR2A-His6 binding biotin-Hsp90 C-terminal peptide; Potency, µM (series often up to 57 µM), inactives show at the highest dose activity change, negative = inhibition; 71,000 compounds, 0.44% hits; active = well fitted curve in either direction with a large enough effect; inconclusive = small, poorly fitted or top-dose-only effect, or another doubt; also: potency is read from the fitted curve at half-maximal effect; % is scaled to controls: 0 for no effect and ±100 for the full control effect; many of its hits are not listed in these tables
Pol III holo inh: qHTS Assay for Inhibitors of DNA Polymerase III Holoenzyme System | reconstituted DNA polymerase III holoenzyme replication, biochemical | Potency, µM (top dose mostly 57.1 µM), without a hit: at the top dose activity change, negative = inhibition | 71,000 compounds, 0.25% hits; also: potency is read from the fitted curve at half-maximal effect; % is scaled to controls: 0 for no effect and ±100 for the full control effect
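Reconstituted *E. coli* holoenzyme (0.35 nM Pol III, 1 nM beta, 154 nM SSB, 2 nM primase) was preincubated with compound for 15 min at RT. Synthesis on 1.4 nM ssM13Gori ran 35 min, then was stopped with PicoGreen/EDTA and read as dsDNA fluorescence.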
BRCT PPI red: qHTS Assay for Inhibitors of BRCT-Phosphoprotein Interaction (Red Fluorophore); Breast cancer type 1 susceptibility protein (Homo sapiens), P38398; BRCT-phosphopeptide binding, red fluorescence polarization; Potency, µM (titrated, usually from 76.9 µM), for the others: at the top dose activity change, negative = inhibition, usual class: inhibitors; 75,000 compounds, 0.03% hits; AID 892, 2007; also: % is scaled to controls: 0 for no effect and ±100 for the full control effect
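Rhodamine-labelled pBACH1 10-mer (100 nM) bound to BRCT domain (100 nM) at pH 7.3; compounds incubated 12 min room temperature, polarization read. Free peptide defines full inhibition; unlabelled decapeptide titrated as control.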
HBB splicing: qHTS Assay for Modulators of Hemoglobin Beta Chain Splicing; HBB splicing reporter cell assay, activation; EGFP reporter with mutant IVS2-654 intron; response scale: normalised to 500 nM splice-correcting PNA; Potency, µM (top dose mostly 46.1 µM), for inactives: top-dose activation, usual class: activators; 65,000 compounds, 0.06% hits; also: potency is read from the fitted curve at half-maximal effect; 0% is about no effect
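Compounds were applied for 2 days to HeLa EGFP-654 cells, 500/well in Optimem with 2% FCS. The reporter's EGFP is disrupted by mis-splicing of beta-globin intron IVS2-654. Readout: summed well GFP fluorescence from 488 nm laser scanning; reference was 500 nM antisense […] 654 PNA.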
ALOX15 inhib: qHTS Assay for Inhibitors of 15-hLO (15-human lipoxygenase); purified 15hLO-1, xylenol orange hydroperoxide absorbance; 74,000 compounds, 1.4% hits; Polyunsaturated fatty acid lipoxygenase ALOX15 (Homo sapiens), P16050; Potency, µM (top dose mostly 57.1 µM), without a hit: at the highest dose activity change, negative = inhibition, usual class: inhibitors; AID 887, 2007; also: potency is read from the fitted curve at half-maximal effect; % is scaled to controls: 0 for no effect and ±100 for the full control effect; nearly all actives have a fitted effect of over 55% in size
Target sequence (P16050 whole entry, looked up): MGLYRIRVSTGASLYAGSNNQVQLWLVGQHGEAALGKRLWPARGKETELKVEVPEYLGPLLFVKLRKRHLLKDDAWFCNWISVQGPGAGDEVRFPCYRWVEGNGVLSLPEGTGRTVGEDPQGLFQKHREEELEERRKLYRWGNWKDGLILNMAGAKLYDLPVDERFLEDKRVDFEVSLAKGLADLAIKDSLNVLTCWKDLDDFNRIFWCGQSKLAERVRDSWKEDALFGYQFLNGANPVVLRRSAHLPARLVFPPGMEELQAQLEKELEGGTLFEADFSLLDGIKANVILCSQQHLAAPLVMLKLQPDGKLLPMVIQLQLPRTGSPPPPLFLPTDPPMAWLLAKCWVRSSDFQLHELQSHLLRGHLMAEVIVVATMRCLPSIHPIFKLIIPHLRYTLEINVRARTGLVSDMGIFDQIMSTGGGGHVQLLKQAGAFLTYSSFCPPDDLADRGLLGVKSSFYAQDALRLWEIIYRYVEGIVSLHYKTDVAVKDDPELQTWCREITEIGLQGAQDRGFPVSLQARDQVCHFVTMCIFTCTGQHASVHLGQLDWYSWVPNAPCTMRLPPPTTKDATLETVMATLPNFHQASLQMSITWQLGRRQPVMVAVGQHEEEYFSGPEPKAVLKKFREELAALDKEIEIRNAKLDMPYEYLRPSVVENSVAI
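Inhibition is scored from a chromogenic endpoint. After 15 min enzyme-compound contact, arachidonic acid (50 uM final) reacts 6 min with 40 nM 15hLO-1 at room temperature, then Fe-XO reagent is added for 30 min and absorbance ratio recorded.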
USP2a inh: qHTS Assay for Inhibitors of Ubiquitin-specific Protease USP2a. 60,000 compounds, 0.1% hits. USP2a enzymatic assay, qHTS inhibition. Potency, µM (top dose mostly 38.3 µM), without a hit: at the top dose activity change, negative = inhibition, actives largely listed as inhibitors;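 also: potency is read from the fitted curve at half-maximal effect; nearly all actives have a fitted effect of over 60% in size; plate controls were DMSO for no effect and NEM full inhibition control for full effect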
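USP2 core (20 nM final) was preincubated with compound for 30 min at RT in 20 mM Tris-HCl pH 8.0, 2 mM CaCl2, 2 mM beta-mercaptoethanol; Ub-PLA2 (20 nM) plus NBD C6-HPC (20 uM) then added, fluorescence read after 2.5 h.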
* hit, by the source's call; ? = inconclusive; / = not tested or not shown; ! = a repeat was not active; [ ] = dose if it differs, or a comment. Unless noted, calls follow the shape of the dose curve; as a rule, active = well fitted curve in the direction sought with a large enough effect; inconclusive = small, poorly fitted or top-dose-only effect, or another doubt; inactive = no such curve, though single readings can be large; an effect the other way counts as inactive or inconclusive.

SMILES | GFP derepression | UbGFP stabilizer | CRE Fsk mod | BRCT inh green | HADH2 inh | Hsp90 Hop PPI | Pol III holo inh | BRCT PPI red | HBB splicing | ALOX15 inhib | USP2a inh
O=C(Cc1ccccc1)N1CCCC(c2nc(-c3cccs3)no2)C1 (configuration not stated) | 0% | 3% | -1% | 1.4% | -3% | -5% | -4% | -2.5% | -1.3% | 5% | 5%
COC(=O)[C@@]1(Cc2ccccc2)[C@H]2c3cc(C(=O)N(C)C)n(CCF)c3C[C@H]2CN1C(=O)c1ccccc1 | / | / | -13% | -0.2% | 4% | -3% | 8% | 1.2% | 1.0% | / | /
CC(=O)NS(=O)(=O)c1ccc(NS(=O)(=O)c2ccc(F)cc2)cc1 | -1% | -2% | -4% | -1.4% | -3% | 4% | 2% | 0.7% | -0.9%[57.5 µM] | 3% | 0%
COC(=O)c1c(NC(=O)CN2CCN(c3ccccc3OC)CC2)c2cc(C)ccc2n1C | 0% | / | -13% | -1.4% | 65%[activator] | -3% | -2% | 0.2% | -0.1%[0.369 µM] | 3% | 13%
CC(=O)N1CCc2cc(S(=O)(=O)Nc3cccc(C(F)(F)F)c3)ccc21 | 0% | 12% | ? | 1.6% | 8% | 2% | -2% | -0.7% | -1.9% | -14% | 32%[activator]
Cc1cnc(C)c(N2CCC(C(=O)NCc3ccco3)CC2)n1 | -3% | 0% | 0% | -1.8% | 6% | 1% | -3% | 0.5% | / | -6% | -2%
COC(=O)c1ccccc1NC(=O)CSc1n[nH]c(CC(C)C)n1 | 0% | -2% | 15% | -0.9% | 6% | -2% | -6% | 0.1% | -0.9% | 7% | 11%
Cc1ccc(-c2cc(-c3nnc(SCC(=O)N(C)CCC#N)n3N)c3ccccc3n2)cc1 | 2% | -6% | 5% | 1.8% | -69% | -4% | 0% | 0.2% | 0.7%[57.5 µM] | 14% | 28%
CCCS(=O)(=O)c1nc(S(=O)(=O)c2ccc(C)cc2)c(NCCCN2CCOCC2)s1 | -1% | 4% | 5% | 0.3% | -4% | 0% | 0% | -1.8% | -0.5% | -4% | 12%
Cc1nc(-c2ccccc2)nc2[nH]c(=O)n(-c3ccccc3)c(=O)c12 | 0% | 0% | 13% | -1.5% | 2% | -5% | 0% | -1.5% | 1.5% | 1% | 11%
COCCn1nnnc1CN(CCCN1CCOCC1)Cc1cc2c(C)ccc(C)c2[nH]c1=O | -1% | 0% | 1% | 2.5% | -13% | -1% | -6% | -0.7% | / | 9% | 0%
CCc1c(C(=O)NC2CCCCC2)[nH]c(C)c1C(C)=O | 1% | -13% | 16% | -0.2% | -5% | -4% | 1% | -0.1% | -0.5% | 6% | -20%
COc1ccc(-c2nc(CS(=O)CC(=O)N3CCc4ccccc4C3)c(C)o2)cc1 (configuration not stated) | / | 7% | -22% | -0.6% | -3% | -5%[2.3 µM] | -4% | -0.5% | -0.5% | 5% | /
Cc1noc(NS(=O)(=O)c2ccc(NC(=O)c3ccoc3C)cc2)c1C | -2% | 3% | -5% | 0.0% | -28% | -4% | -5% | -1.0% | 1.2% | -2% | -4%
COC(=O)c1c(NC(=O)CSc2nnnn2C)sc(C)c1C | 1% | 2% | ? | -1.4% | -6% | -6% | -8% | 1.0% | -0.9% | 5% | 24%
O=C(Nc1nc(-c2ccc3c(c2)OCO3)cs1)C1CC1 | / | 15% | -1% | -1.3% | -3% | -1% | -1% | 1.2% | -0.7% | -9% | /
CCOC(=O)C1CCN(S(=O)(=O)c2ccc(-c3nc4ccccc4s3)s2)CC1 | -3% | -5% | -8% | 1.0% | ? | 2% | 2% | 0.2% | -2.2% | -14% | 43%[activator]
Cc1cnc(CNc2ncncc2-c2ccc3c(c2)OCO3)cn1 | 3%[9.22 µM] | 3% | ? | -1.4% | -10% | -2% | -2% | 0.6% | 0.9% | 2% | -18%
CC(SC1CCCC1)C(=O)NC(C)(C#N)C(C)C (configuration not stated) | 0% | 4% | -5% | -0.4% | 1% | 2% | -12% | -1.1% | 0.1%[57.5 µM] | -5% | 0%
O=C(O)C[C@H](NC(=O)CP(=O)(O)O)C(=O)O.[NH-][C@@H]1CCCC[C@@H]1[NH-].[Pt] | 4%[9.22 µM] | -8%[9.17 µM] | 20%[7.6 µM] | 1.1%[15.4 µM] | ? | -8%[11 µM] | 2%[11.4 µM] | -0.5%[15.4 µM] | 1.1%[9.22 µM] | 7%[11.4 µM] | /
CCCCCCSC1=C(C#N)C(c2ccc(O)cc2)CC(=O)N1 (configuration not stated) | 2% | -2% | -4% | -0.4% | -20% | -6% | 2% | -3.3% | / | 20µM* | -7%
O=S(=O)(c1ccc(-c2csc(-c3cccnc3)n2)cc1)N1CCCC1 | 1% | 3% | -23% | 5.4% | ? | -5% | 5% | -1.2% | -3.8% | -20% | 48%[activator]
Cn1c(=O)[nH]c(=O)c2c1nc(N1CCCCCC1)n2CCSc1nc2ccccc2[nH]1 | -2% | / | ? | -0.8% | 6% | -5% | -11% | -1.5% | 0.2%[0.369 µM] | 2% | 21%
COc1cc(C2C(C#N)=C(N)Oc3cc(C)oc(=O)c32)ccc1OC(=O)N1CCOCC1 (configuration not stated) | -2% | 7% | 1% | -1.7% | 3% | -1% | -7% | -1.4% | 0.2% | 2% | -6%
CCOCCCNC(=O)CS(=O)(=O)Cc1nc(-c2cccc(OC)c2)oc1C | 2% | 8% | 2% | 0.6% | 0% | -5% | -3% | 0.5% | -1.0% | 3% | 3%
Cc1cc2nc3c(=O)[nH]c(=O)nc-3n(CC(O)C(O)C(O)CO)c2cc1C (configuration not stated) | -2%[9.22 µM] | 5% | ? | 13µM*! | -1% | -6% | 227% | -9.1% | 7.7%[20.6 µM] | 5%[25.6 µM] | 63%[activator]
Cc1cccc(NC(=O)c2cc3ccccc3o2)c1 | -1% | 6% | -8% | 0.3% | -7% | 22% | -7% | -1.5% | -0.5%[57.5 µM] | -10% | 7%
Cc1cc(NC(=O)CCC(=O)N(CCC(C)C)C(C(=O)NC2CCCC2)c2cccnc2)no1 (configuration not stated) | 4% | -1% | 2% | -0.7% | 14% | -1% | -1% | -0.7% | -0.2%[57.5 µM] | 9% | /

Pulled by structure from the entries so far:
SMILES | GFP derepression | UbGFP stabilizer | CRE Fsk mod | BRCT inh green | HADH2 inh | Hsp90 Hop PPI | Pol III holo inh | BRCT PPI red | HBB splicing | ALOX15 inhib | USP2a inh
COc1cc(C2C(C#N)=C(N)Oc3cc(C)oc(=O)c32)ccc1OC(=O)N1CCOCC1 (configuration not stated) | -2% | 7% | 1% | -1.7% | 3% | -1% | -7% | -1.4% | 0.2% | 2% | -6%
Cc1cc(NC(=O)CCC(=O)N(CCC(C)C)C(C(=O)NC2CCCC2)c2cccnc2)no1 (configuration not stated) | 4% | -1% | 2% | -0.7% | 14% | -1% | -1% | -0.7% | -0.2%[57.5 µM] | 9% | /

Individual results from the entries so far:
In ALOX15 inhib, CCOCCCNC(=O)CS(=O)(=O)Cc1nc(-c2cccc(OC)c2)oc1C is listed with 3%
In Hsp90 Hop PPI, CCCCCCSC1=C(C#N)C(c2ccc(O)cc2)CC(=O)N1 (configuration not stated) is listed with -6%
In GFP derepression, Cc1cc2nc3c(=O)[nH]c(=O)nc-3n(CC(O)C(O)C(O)CO)c2cc1C (configuration not stated) is listed with -2%[9.22 µM]

An excerpt, so the mix of outcomes need not match the whole.
